# EPAC2 ag = activates human EPAC2 exchange factor; Q8WZA2; EPAC2 activation, biochemical qHTS; response scale: 100% = 6.5 mM cAMP response; Potency, µM (titrated, usually from 154 µM), for inactives: at the top dose activation, most hits filed as activators; hit rate 0.079% among 360,000; AID 720711; note: nearly all actives have a fitted effect of over 50% in size
# Target sequence (Q8WZA2 whole entry, looked up): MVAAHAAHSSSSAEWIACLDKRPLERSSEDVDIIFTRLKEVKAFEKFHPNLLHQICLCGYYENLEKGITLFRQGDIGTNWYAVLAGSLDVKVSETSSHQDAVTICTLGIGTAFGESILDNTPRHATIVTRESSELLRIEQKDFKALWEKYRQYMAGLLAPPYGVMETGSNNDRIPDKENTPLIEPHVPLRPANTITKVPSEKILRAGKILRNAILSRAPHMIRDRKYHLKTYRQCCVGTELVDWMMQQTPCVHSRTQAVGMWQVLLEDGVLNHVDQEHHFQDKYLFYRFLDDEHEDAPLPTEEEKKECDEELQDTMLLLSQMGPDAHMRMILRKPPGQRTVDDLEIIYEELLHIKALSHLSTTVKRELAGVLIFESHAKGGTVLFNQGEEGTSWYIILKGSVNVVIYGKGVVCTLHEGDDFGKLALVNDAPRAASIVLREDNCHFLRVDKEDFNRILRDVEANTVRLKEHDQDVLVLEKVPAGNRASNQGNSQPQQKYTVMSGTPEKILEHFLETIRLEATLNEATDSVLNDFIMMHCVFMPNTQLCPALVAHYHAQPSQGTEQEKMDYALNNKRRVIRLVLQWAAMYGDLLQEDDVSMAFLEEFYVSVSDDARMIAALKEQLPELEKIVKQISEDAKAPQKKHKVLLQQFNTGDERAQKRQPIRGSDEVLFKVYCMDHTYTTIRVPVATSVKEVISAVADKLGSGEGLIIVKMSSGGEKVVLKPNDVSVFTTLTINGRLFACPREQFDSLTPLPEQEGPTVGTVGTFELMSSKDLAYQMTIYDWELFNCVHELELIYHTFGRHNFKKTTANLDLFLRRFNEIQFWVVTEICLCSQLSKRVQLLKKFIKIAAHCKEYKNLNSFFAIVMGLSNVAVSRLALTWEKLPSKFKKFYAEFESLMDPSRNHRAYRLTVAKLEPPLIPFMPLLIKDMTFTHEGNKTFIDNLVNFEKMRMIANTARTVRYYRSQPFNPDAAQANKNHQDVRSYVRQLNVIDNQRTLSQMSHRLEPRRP
#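 Fluorescence exchange assay: 100 nM EPAC2 with 250 nM RAP1B-BODIPY-GDP and 50 uM GDP; compounds tested as a concentration-titration series (qHTS). Loss of Rap1-bound BODIPY-GDP fluorescence read at 480/540 nm; data normalized to 6.5 mM cAMP.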
# EPAC1 antagonist = antagonists of human EPAC1 | Potency, µM (series often up to 115 µM), without a hit: at the highest dose activity change, negative = inhibition, actives largely listed as inhibitors | hit rate 0.14% among 360,000 | EPAC1 GEF assay, Rap1b-BODIPY-GDP exchange fluorescence | O95398 | AID 720709;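 note: plate controls were vehicle for no effect and positive control for full effect; nearly all actives have a fitted effect of over 50% in size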
# EPAC1 ag = EPAC1 (human) agonism. EPAC1 agonist qHTS, biochemical assay; response scale: 100% = response to 6.5 mM cAMP. Potency, µM (doses to about 154 µM), for the others: at the top dose activation, actives largely listed as activators. hit rate 0.073% among 360,000. AID 720707; note: nearly all actives have a fitted effect of over 60% in size
#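 Nucleotide exchange by EPAC1 (100 nM) on Rap1B–BODIPY-GDP (250 nM) in the presence of 50 uM GDP is tracked fluorescently at 480/540 nm over 30 min. Signals are normalized to a 6.5 mM cAMP control.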
# PTHR1 agonist = PTHR1 (human) receptor agonism; Q03431; HEK293 GP2 PTHR1 cells, GloSensor cAMP luminescence, 1 h; Potency, µM (top dose mostly 115 µM), without a hit: at the top dose activation, hits mostly activators; hit rate 0.075% among 410,000; AID 743266; note: nearly all actives have a fitted effect of over 55% in size; some results filed as inactive show a strong effect at the top dose; inactives centre near -15; many of its hits are not listed in these tables
#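 HEK-293-derived GP2 cells expressing PTHR1 and a GloSensor cAMP reporter, 3,000/well, plated overnight, given luciferin plus IBMX (each 0.5 mM as added) for 1 h at 37 °C, then compound for 1 h at 37 °C. Luminescence was read after 15 min at room temperature.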
# TDP43 rescue = rescues yeast growth from TDP-43 toxicity; Potency, µM (top dose mostly 46.1 µM), for the others: at the top dose growth rescue (activation), actives largely listed as activators; hit rate 1.8% among 410,000; AID 652104; TDP-43 expressing yeast growth rescue, BacTiter-Glo, 24 h; note: % of control where 0% means no effect; nearly all actives have a fitted effect of over 50% in size
#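 Readout is BacTiter-Glo luminescence of cell growth, so inhibitors register as activators. TDP-43-expressing yeast at OD600=0.02 in galactose medium, after raffinose pregrowth to mid-log, were incubated with compound for 24 hr at 30 deg C.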
# FUS yeast rescue = suppressors of FUS proteinopathy in yeast; hit rate 0.24% among 390,000; S. cerevisiae FUS-expressing, growth rescue, OD600, 24 h; Potency, µM (top dose mostly 76.6 µM), for the others: top-dose growth rescue (activation), hits mostly activators;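 note: plate controls were DMSO vehicle for no effect and reference control for full effect; nearly all actives have a fitted effect of over 55% in size; some results filed as inactive show a strong effect at the top dose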
#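 Steps: raffinose overnight preculture; dilution to OD 0.005 in 2% galactose minimal medium; compound addition (concentration series); 24hr at 30C, 99% humidity; absorbance read at 600 nm.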
# EPAC2 antagonist = EPAC2 (human) antagonism. Q8WZA2. EPAC2 GEF exchange of Rap1B-BODIPY-GDP, fluorescence. Potency, µM (doses to about 114 µM), for inactives: at the highest dose activity, negative = inhibition, most hits filed as inhibitors. hit rate 0.18% among 360,000; note: % is set by controls: 0 for no effect and ±100 for the full control effect; nearly all actives have a fitted effect of over 45% in size; many of its hits are not listed in these tables
# aSyn rescue = alpha-synuclein toxicity inhibition in yeast; AID 652106; hit rate 0.14% among 370,000; Potency, µM (doses to about 46.1 µM), without a hit: top-dose growth rescue (activation), hits mostly activators; Yeast expressing alpha-synuclein, growth rescue, BacTiter-Glo, 24 h; note: % of control where 0% means no effect; nearly all actives have a fitted effect of over 65% in size
#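 Readout is rescue of growth in alpha-synuclein-expressing yeast, so inhibitors of toxicity appear as activators. Growth after 24 hr at 30 deg C in galactose medium is quantified by luminescence.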
# Starred values were filed as active, the others as inactive; i = inactive; ? = inconclusive; . = not tested or not shown; & = joins results of further samples; [ ] = another dose, or the depositor's remark. Calls come from the whole dose curve; as a rule, active = well fitted curve in the direction sought with a large enough effect; inconclusive = small, poorly fitted or top-dose-only effect, or another doubt; inactive = no such curve, though single readings can be large; an effect the other way counts as inactive or inconclusive. Potency is the fitted concentration of half-maximal effect. This is a subset, so the mix of outcomes need not match the whole.
SMILES,EPAC2 ag,EPAC1 antagonist,EPAC1 ag,PTHR1 agonist,TDP43 rescue,FUS yeast rescue,EPAC2 antagonist,aSyn rescue
COc1ccc(C(=O)c2coc3ccc(O)cc23)cc1,5%,3%,-12%,-46%[inhibitor],6%,-8%,2%,-1%
CCN(C(=O)/C=C/c1ccc2c(c1)OCO2)c1ccccc1,5%,0%,1%,i,0%,0%,12%,-8%
NC(Cc1ccc(C(F)(F)F)cc1)c1csc(Nc2ccccn2)n1 (centres undefined),4%,-22%,-7%,-23%,3%,15%,13%,0%
CS(=O)(=O)N1CCN(c2ccc(NC(=O)c3cccnc3Cl)cc2)CC1,5%,13%,-3%,-21%[57.5 µM],-17%,2%,6%,-5%
CCCCCCn1cc(CN2CC(N3CCN(C4CCN(C)CC4)CC3)CS2(=O)=O)nn1 (centres undefined),8%,13%,-1%,i,23%,-10%,6%,-3%
NCCCCCc1cn([C@@H](CCC(=O)O)C(=O)NCCCCCCCCCCC(=O)N2CCNCC2)nn1,6%,2%,3%,i,16%,-13%,9%,-10%
O=C(COC(=O)C1CCN(C(=O)c2ccc(Cl)cc2)CC1)NC1CCS(=O)(=O)C1 (centres undefined),13%,?,0%,?,20%,-45%,-1%,0%
Cc1cc(C(=O)N2CCC(C)CC2)on1,8%,-15%,12%,i,-4%,-24%,0%,-7%
COC(=O)c1ccccc1NC(=O)CCc1ccccc1,3%,-21%,-8%,i,10µM*,12%,-5%,-3%
COc1ccc(OC)c(NC(=O)CSc2nc(O)cc(=O)n2CC(C)C)c1,-2%,56µM*,-12%,i,-1%,?,12%,-3%
CC(C)NC(=O)CCN1C(=O)c2ccccc2Sc2ncccc21,6%,16%,14%,-3%&6%,-7%&-4%,6%&-18%,5%,-4%
Cc1cccc(-n2cnc3cc(C(=O)NCC4CCCO4)ccc32)c1 (centres undefined),5%,13%,-6%,i,14%,3%,-5%,-1%
Cc1ccc2ncnc(NCCC(=O)O)c2c1,3%,-1%,3%,i,0%,16%,-7%,-3%
CNc1nc(Oc2ccc(=O)n(C)n2)nc(N2CCOCC2)n1,6%,-1%,0%,19%,12%&0%,-7%&-8%,9%,1%
O=C(O)C1CC=C(Cl)CC1C(=O)NC1CCCCC1 (centres undefined),4%,-12%,1%,i,-14%,-11%,22%,3%
CCOC(=O)c1c(NC(=O)CN2CCCCC2)sc2c1CCN(C(=O)OCC)C2,-3%,-10%,14%,-26%,-19%,18%,-9%,0%
Cc1ccc2cc(C#N)c(N3CCCN(S(=O)(=O)c4ccccc4)CC3)nc2c1,11%,-13%,6%,-19%[57.5 µM],14%,6%,1%,0%
COC(C(=O)Nc1ccc(S(=O)(=O)N2CCCCC2)cc1)c1ccccc1 (centres undefined),7%,-26%,14%,?,-13%,26%,-24%,-5%
CC(C)c1ccc(NC(=O)C2CCCN(S(=O)(=O)c3ccc4c(c3)C(C)(C)C(=O)N4C)C2)cc1 (centres undefined),-1%,-27%,-7%,i,14%,?,4%,0%
O=C(COC(=O)CCS(=O)(=O)c1ccccc1)NNC(=O)c1ccc([N+](=O)[O-])cc1,11%,7%,-8%,i,9%,-14%,-20%,0%
CC(C)Cn1nc(NC(=O)c2cccs2)c2cc3ccccc3nc21,14%,-16%,7%,-20%,18%,5%,1%,-7%
CCO/C(C)=N/n1c2nc3ccccc3nc2c2c(=O)n(Cc3ccccc3Cl)c(C)nc21,3%,-13%,0%,-11%[57.5 µM],4%,19%,1%,12%
CC(=O)N1Cc2ccccc2CC1C(=O)N1CCN(c2ccccc2)CC1 (centres undefined),2%,-4%,3%,i,13%,19%,10%,9%
COc1cccc(NC(=O)CN(C)C(=O)c2cc(-c3cccc(Br)c3)nc3ccccc23)c1,17%,-22%,13%,-20%,2%,29%,-1%,-3%
O=C(O)CSc1nnc(COc2ccccc2)n1-c1ccccc1,3%,6%,9%,i,2%,-12%,8%,2%
Cc1ccc(C(=O)NN2CCOCC2)cc1,2%,15%,3%,-3%[57.5 µM],10%,-2%,7%[57.1 µM],5%
CCc1ccc(OC(=O)Cc2ccc(OC)c(S(=O)(=O)N3CCOCC3)c2)cc1,4%,-5%,9%,-46%[inhibitor],21%,35%,-17%,2%
CC1=NN(c2ccc(C)cc2C)C(=O)C1C(c1cccc(O)c1)C1C(=O)N(c2ccc(C)cc2C)N=C1C (centres undefined),-3%,7%,-9%,i,-9%,?,1%,-6%
Cc1ccc(NC(=O)CCN2CCOCC2)cc1C,12%,11%,9%,-20%,13%,-1%,4%,0%
CC(C)CNC(=O)C1CCCN(S(=O)(=O)c2ccc(-n3cnnn3)cc2)C1 (centres undefined),-4%,12%,0%,i,4%,13%,2%,-8%
Cc1cccc(N2CCN(C(=O)CCC(=O)N3Cc4ccccc4Oc4ncccc43)CC2)c1C,2%,-11%,10%,-26%,?,38%,-25%,0%
N/C(=N\OC(=O)CCCc1ccccc1)c1ccccc1Cl,4%,1%,4%,-6%,?,-6%,-21%,-9%
CN(Cc1cccnc1)C(=O)CC1C(=O)NCCN1Cc1ccc(-c2ccccc2)cc1 (centres undefined),13%,3%,12%,-16%,-5%,4%,4%,?
CCCn1c(O)c(CN2CCCCC2)c(C)c(C#N)c1=O,-19%,-6%,2%,-32%[inhibitor][57.5 µM],5%,8%,-6%[57.1 µM],0%
O=Cc1cn(CCC(=O)O)nc1-c1cc2ccccc2o1,19%,-12%,8%,i,10%,22%,11%,3%
Cc1cnc(C(=O)NCCc2ccc(S(=O)(=O)NC(=O)NC3CCCCC3)cc2)cn1,8%,11%,-28%,i,18%,-13%,2%,1%&-3%
Cc1nnc(NC(=O)C(C)Sc2nnc(-c3ccco3)n2C)s1 (centres undefined),9%,-6%,15%,i,-8%,-20%,5%,0%
CC(C)(C)N(NC(=O)Nc1ccccc1)C(=O)c1ccccc1Cl,3%,4%,-1%,i,18%,.,6%,0%
COc1ccc(C(=O)Nn2c(C)nc3ccccc3c2=O)c(OC)c1,0%,6%,6%,i,17%,-20%,-8%,1%
CCOc1ccc(Cl)cc1S(=O)(=O)NCc1cccnc1,9%,-26%,1%,i,-6%,14%,2%,6%
O=C(CC(Cc1ccccc1)c1ccco1)NC1CCCCC1 (centres undefined),-1%,12%,5%,-45%[inhibitor],15%,14%,10%,-2%
O=C(CSc1nc2ccccc2n1CC(=O)N1CCCC1)N1CCN(C(=O)c2ccco2)CC1,14%,3%,6%,i,-11%,5%,21%,0%
COc1ccc(C(C)(C)C)cc1NC(=O)CCCn1c(=O)oc2ccccc21,20%,-25%,2%,i,14%,?,-16%,-2%
O=C(CN1CCN(Cc2cccc3ccccc23)CC1)NCCc1ccccc1,0%,-25%,-2%,i,-4%,24%,-5%,1%
Fc1cc(F)c2nc(N3CCOCC3)sc2c1,6%,-8%,6%,i,0%,-3%,1%,2%
C[C@H]1CN([C@@H](C)CO)C(=O)CCCn2nncc2CO[C@@H]1CN(C)Cc1ccc(C(F)(F)F)cc1,18%,13%,0%,-18%,0%,-19%,-11%,7%
Cc1ccc2nc(/C(C#N)=C\c3ccc(OC(=O)c4cccs4)cc3)[nH]c2c1,-11%,0%,-6%,-4%[57.5 µM],-34%[inhibitor],32%,10%,-27%
Cc1ccc(S(=O)(=O)N(C)CC(=O)Nc2ncccc2C)cc1,10%,-16%,6%,6%,-10%,7%,-1%,-10%
O=C1CC(c2c(F)cccc2Cl)C(n2cncn2)C(O)=C1C1NCCc2ccccc21 (centres undefined),-1%,7%,-6%,i,3%,-7%,10%,9%
Cc1cccn2c(/C=N/OCc3cccc(F)c3)c(-c3ccc(Cl)cc3)nc12,14%,-2%,10%,i,6%,-23%,11%,-9%
O=C1C2C3C=CC(C3)C2C(=O)N1CCCO (centres undefined),-4%,7%,5%,i,-6%,7%,6%,-5%
CC1(C)C(=O)Nc2ccccc2N1C(=O)CSc1nc(-c2ccccc2)cs1,11%,-18%,-10%,-38%[inhibitor],5%,13%,-2%,-1%
COc1ccc(CN2CCCC(N3CCN(c4ccc(OC)cc4)CC3)C2)cc1 (centres undefined),8%,-12%,4%,-12%,4%,5%,2%,-6%
O=C(CCC(=O)c1ccc(F)cc1)Nc1cccc(C(F)(F)F)c1,-6%,-5%,-9%,-25%,0%,9%,-10%,3%
CO/N=C(\c1nonc1N)N1CCN(c2ccc(Cl)cc2[N+](=O)[O-])CC1,-18%,-8%,22%,-24%,14µM*,20%,-3%,4%
O=C(NCc1cccs1)c1ccncc1,1%,8%,-8%,-6%[57.5 µM],9%,4%,6%,-2%
O=C(O)c1ccc2c(c1)C(=O)N(c1ccc(C(=O)OCC(=O)c3ccccc3)cc1)C2=O,3%,12%,-9%,-9%,-2%,6%,-1%,-5%
CCNc1nc(NCC)n2c(SCC(=O)Nc3ccccc3C(F)(F)F)nnc2n1,3%,11%,6%,i,19%,0%,-2%,-4%
COc1ccc(CNC(=O)C2CCC(CNc3c(N4CCC(C)CC4)c(=O)c3=O)CC2)cc1 (centres undefined),-3%,12%,-1%,i,7%,-14%,0%,6%
CCOC(=O)c1oc2ccccc2c1NC(=O)Cc1cccs1,-1%,0%,2%,i,8%,13%,-2%,-9%
CCN(CC)c1ccc(S(=O)(=O)N2CCOCC2)cc1NC(=O)COC(=O)/C=C/c1ccco1,8%,-15%,0%,-26%,9%,?,2%,0%
NC(=O)c1ccc2c(=O)n3c(-c4cc(Cl)c(N)c(Cl)c4)csc3nc2c1,7%,-11%,-2%,i,11%,?,41%[activator],1%

# For reference, part of the list above.
SMILES,EPAC2 ag,EPAC1 antagonist,EPAC1 ag,PTHR1 agonist,TDP43 rescue,FUS yeast rescue,EPAC2 antagonist,aSyn rescue
COc1ccc(C(C)(C)C)cc1NC(=O)CCCn1c(=O)oc2ccccc21,20%,-25%,2%,i,14%,?,-16%,-2%
O=C(CN1CCN(Cc2cccc3ccccc23)CC1)NCCc1ccccc1,0%,-25%,-2%,i,-4%,24%,-5%,1%
Fc1cc(F)c2nc(N3CCOCC3)sc2c1,6%,-8%,6%,i,0%,-3%,1%,2%
C[C@H]1CN([C@@H](C)CO)C(=O)CCCn2nncc2CO[C@@H]1CN(C)Cc1ccc(C(F)(F)F)cc1,18%,13%,0%,-18%,0%,-19%,-11%,7%

# High-throughput results from PubChem.
